Source: PubChem BioAssay
IEC-6 cytotox = counter-screen for KLF5 inhibitors: cytotoxicity in IEC-6 cells. IEC-6 cytotoxicity, luminescence viability. inhibition, % at 5 µM. actives 0.78% (n = 290,000); in the data active = inhibition above about 22%;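 note: 0% = plate median of test compound wells and 100% = cytotoxic reference compound wells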
HSF1 activator = increases HSF-1 driven luciferase reporter signal; NIH3T3-HGL HSF-1 luciferase reporter, MG132, 8 h; 100% = twice DMSO control signal; activation, % at 9 µM; actives 1.7% (n = 300,000);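 active = mean replicate activation of at least 50% with a set share of replicates each reaching 50%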;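 note: 0% = median of the neutral control wells and 100% = twice that signal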
HSP90 inh = HSP90 refolding inhibition in rabbit reticulocyte lysate; AID 1789; inhibition, % at 5.6 µM; luciferase refolding luminescence, 3 h; actives 0.91% (n = 290,000);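 active = inhibition above the screen-wide mean plus 3 SD, computed separately per campaign, cut at about 16% in these data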;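 note: 0% = DMSO wells and 100% = 60 µM geldanamycin wells; inhibitors lower the luminescence because luciferase stays unfolded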
Dyrk1A ADPGlo = inhibitors of rat Dyrk1A kinase; AID 504441; actives 0.43% (n = 310,000); ADP-Glo luminescence, NFATc1 peptide; Q63470; inhibition, % at 12.5 µM; in the data active = inhibition above about 50%;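 note: plate controls were vehicle with enzyme for no effect and no enzyme for full effect; many of its hits are not listed in these tables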
GSK3beta inhib = inhibitors of human GSK3beta kinase. P49841. GST-GSK3beta kinase, ADP-Glo luminescence, 60 min; active compounds read low. activity score (negative = inhibition), % at 10 µM. actives 0.038% (n = 300,000);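 active = more than half of replicate wells score below -50%, meaning over 50% inhibition versus plate controls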;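 note: 0% = median DMSO wells and -100% = median GW8510 positive control wells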
Target sequence (P49841 whole entry, looked up): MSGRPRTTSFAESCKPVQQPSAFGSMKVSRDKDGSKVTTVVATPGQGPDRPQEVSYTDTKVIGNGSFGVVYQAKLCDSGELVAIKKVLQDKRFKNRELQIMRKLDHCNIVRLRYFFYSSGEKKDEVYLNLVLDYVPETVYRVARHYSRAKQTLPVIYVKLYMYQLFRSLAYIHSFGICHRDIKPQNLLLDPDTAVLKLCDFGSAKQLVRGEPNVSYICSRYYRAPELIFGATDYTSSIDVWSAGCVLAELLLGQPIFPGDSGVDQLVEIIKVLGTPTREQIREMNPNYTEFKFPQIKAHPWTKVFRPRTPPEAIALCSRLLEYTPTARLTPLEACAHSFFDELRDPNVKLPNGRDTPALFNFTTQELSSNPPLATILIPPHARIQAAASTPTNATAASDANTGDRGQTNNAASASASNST
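test system = GST-tagged human GSK3beta kinase, cell-free | reagent = 25 µM ATP with peptide substrate | dosing = one dose of 10 µM per compound | schedule = 60 min reaction, RT | detection = luminescent ADP-Glo measurement of ADP formed | control set = DMSO neutral wells and GW8510 at 20 µM as positive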
Platelet DG rel = modulates dense granule release in human platelets | AID 1663 | human platelet-rich plasma, SFLLRN dense granule ATP release, luminescence | inhibition, %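 (compounds screened at 7.5 µM in platelet-rich plasma)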 | actives 0.22% (n = 300,000);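 active = mean replicate score, as percent of positive control, at or above 50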
HSF1 inh = HSF1 inhibition; NIH3T3-HGL HSE-luciferase, MG132-induced, luminescence 8 h; active compounds read low; activity change, negative = inhibition, % at 7.5 µM (by protocol); actives 0.77% (n = 300,000);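 active = more than half of replicate wells show activity change below -50%, luminescence cut by over half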;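 note: luciferase reports HSF-1 transcriptional activity via heat shock element; 0% = median of DMSO wells and -100% = zero luminescence signal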
GSK3 alpha inh = blocks human GSK-3 alpha kinase. P49840. inhibition, % at 10 µM. actives 0.1% (n = 320,000). ADP-Glo luminescence, 60 min;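 in the data active = inhibition above about 50%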;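 note: GST-tagged GSK-3 alpha with peptide substrate and 25 µM ATP; 0% = DMSO neutral wells and 100% = GW8510 positive control wells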
Target sequence (P49840 whole entry, looked up): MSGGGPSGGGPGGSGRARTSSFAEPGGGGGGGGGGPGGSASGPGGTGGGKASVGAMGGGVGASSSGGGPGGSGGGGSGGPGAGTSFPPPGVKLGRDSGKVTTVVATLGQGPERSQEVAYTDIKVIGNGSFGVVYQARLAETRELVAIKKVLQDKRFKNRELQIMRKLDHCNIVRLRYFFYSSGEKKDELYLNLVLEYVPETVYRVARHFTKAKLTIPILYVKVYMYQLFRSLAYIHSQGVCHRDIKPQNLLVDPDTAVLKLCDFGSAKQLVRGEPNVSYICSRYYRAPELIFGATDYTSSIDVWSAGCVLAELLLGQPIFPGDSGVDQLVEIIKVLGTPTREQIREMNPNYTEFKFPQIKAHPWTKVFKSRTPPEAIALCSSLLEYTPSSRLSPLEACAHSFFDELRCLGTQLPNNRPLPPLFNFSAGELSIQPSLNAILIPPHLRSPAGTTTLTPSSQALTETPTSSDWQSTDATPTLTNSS
aSyn UTR inh = MLPCN primary screen, SNCA 5' untranslated region; inhibition, % (tested at 7.5 µM); alpha-synuclein 5'UTR reporter, inhibitor activity; actives 0.82% (n = 300,000); AID 1813; in the data active = inhibition above about 60%;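 note: H4 neuroglioblastoma cells stably carrying SNCA 5'UTR luciferase fusion; 0% = DMSO wells and 100% = positive control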
KLF5 inhibitor = inhibitors of KLF5 expression | DLD-1 KLF5 promoter-luciferase reporter, luminescence | inhibition, % at 5 µM | actives 0.23% (n = 290,000);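 active = inhibition above a per-plate limit of that plate's mean compound inhibition plus 3 SD, cut at about 60% in these data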;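 note: 0% = DMSO wells and 100% = LY294002 at 200 µM; higher means less KLF5 promoter-driven luciferase light; inactives centre near -14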
Active calls of the source: *; · = no result given. Not all compounds are listed; count on the stated rates, not on these rows.

SMILES	IEC-6 cytotox	HSF1 activator	HSP90 inh	Dyrk1A ADPGlo	GSK3beta inhib	Platelet DG rel	HSF1 inh	GSK3 alpha inh	aSyn UTR inh	KLF5 inhibitor
Cc1ccc(N2C(=O)CC(n3ccnc3)C2=O)cc1C (stereo unspecified)	1	5	5	-5	1	-1	3	3	5	-4
CC(=O)Nc1ccc(-c2nnc(SCC(=O)c3ccc4c(c3)Cc3ccccc3-4)n2C)cc1	5	26	4	1	-3	-3	3	-6	-62	-4
O=C(NCCCNC(=O)c1cccnc1)c1ccc(Cl)cc1	2	26	-2	-6	0	7	1	1	19	-16
O=C(Nc1cccnc1)C1CC(=O)N(c2ccc(F)cc2)C1 (stereo unspecified)	3	-12	-1	5	1	-1	-2	0	-6	-13
COc1ccc(/C=C/C(=O)OCC(=O)Nc2ccc(N3CCOCC3)cc2)cc1	3	5	3	2	0	-6	-4	-1	-3	3
CCCC(C)C(=O)Nc1nc(C)c(-c2csc(Nc3ccccc3OC)n2)s1 (stereo unspecified)	-7	-12	1	-4	4	-3	-1	2	21	-16
COc1ccc(CCNC(=O)CN2C(=O)NC(Cc3c[nH]c4ccccc34)C2=O)cc1 (stereo unspecified)	-7	26	4	1	0	-3	3	5	13	-42
CCO[C@H]1OC(C(=O)N2CCOCC2)=C[C@@H](c2cn(C(C)=O)c3ccccc23)[C@@H]1CCCO	0	-2	2	-4	-1	-2	-6	·	-2	-26
COC(=O)c1cccc(Cn2c(Cl)c(/C=N/Nc3ccccc3C)sc2=O)c1	-6	151*	-5	-5	0	-13	155	4	-2	4
COc1cccc(C(=O)CSc2nnc(-c3cc(OC)c(OC)c(OC)c3)o2)c1	7	·	3	-4	1	4	·	-4	-4	31

As a working copy, some entries already given:
SMILES	IEC-6 cytotox	HSF1 activator	HSP90 inh	Dyrk1A ADPGlo	GSK3beta inhib	Platelet DG rel	HSF1 inh	GSK3 alpha inh	aSyn UTR inh	KLF5 inhibitor
COc1ccc(CCNC(=O)CN2C(=O)NC(Cc3c[nH]c4ccccc34)C2=O)cc1 (stereo unspecified)	-7	26	4	1	0	-3	3	5	13	-42
CCO[C@H]1OC(C(=O)N2CCOCC2)=C[C@@H](c2cn(C(C)=O)c3ccccc23)[C@@H]1CCCO	0	-2	2	-4	-1	-2	-6	·	-2	-26
COC(=O)c1cccc(Cn2c(Cl)c(/C=N/Nc3ccccc3C)sc2=O)c1	-6	151*	-5	-5	0	-13	155	4	-2	4
COc1cccc(C(=O)CSc2nnc(-c3cc(OC)c(OC)c(OC)c3)o2)c1	7	·	3	-4	1	4	·	-4	-4	31

Further entries follow:
SMILES	IEC-6 cytotox	HSF1 activator	HSP90 inh	Dyrk1A ADPGlo	GSK3beta inhib	Platelet DG rel	HSF1 inh	GSK3 alpha inh	aSyn UTR inh	KLF5 inhibitor
COCCN(CCOC)C(=O)c1cc2c(=O)n3ccccc3nc2s1	2	17	0	6	1	6	4	-2	0	-35
COc1cccc(CNC(=O)C23CN(Cc4ccccc4)CC2C(c2ccc([N+](=O)[O-])cc2)=NO3)c1 (stereo unspecified)	-1	3	1	2	2	8	5	-1	20	-9
O=C(CSc1ccc2ccccc2c1)Nc1ccc(S(=O)(=O)Nc2nccs2)cc1	-2	11	-1	-2	6	-5	6	-1	-8	11
C/C(CC(=O)C(F)(F)F)=N\NC(=O)/C(C#N)=C/N(C)C	0	·	0	6	2	3	·	-1	·	-26
COCCn1c(SCC(=O)Nc2cccc(S(N)(=O)=O)c2)nc2ccccc21	0	-7	0	-4	1	2	5	0	-9	-25
Cc1ccc(-n2c(SCC(=O)OC(C)C)nnc2-c2ccco2)cc1	-4	0	0	7	0	6	0	-1	1	-23
COc1ccccc1N1CCN(C(=O)c2sc3ncn(CC(=O)N4CCC(C)CC4)c(=O)c3c2C)CC1	3	-10	-2	-1	4	20	-1	-1	-4	-36
CN(C)S(=O)(=O)c1ccc2c(c1)C(=NNC(N)=O)c1cc(S(=O)(=O)N(C)C)ccc1-2	10	0	0	-2	1	6	-4	-3	18	-30
COc1ccc(N2CCC(CNC(=O)Nc3ccc(Cl)cc3)C2)cc1 (stereo unspecified)	-2	46	1	9	-2	-6	22	-2	9	1
NS(=O)(=O)c1ccc(CNC(=O)c2ccc(Br)o2)cc1	4	-7	5	-5	0	-1	0	0	7	-3
COc1ccc(N(C)C(=O)c2cc3c(Cl)nc4ccccc4c3s2)cc1	-1	-1	2	2	0	-1	-2	0	-45	-16
NCCCC[C@@H](C(=O)NCCCCCCCCCCC(=O)N1CCNCC1)n1cc(CCCC(=O)O)nn1	·	-7	·	3	-4	1	-4	-1	5	·
O=C(CCn1c(=O)oc2ccccc21)NCCCN1CCOCC1	5	-16	2	-6	0	-12	-9	-1	-7	-15
CC1C=CCC2C(=O)N(c3ccc(Cl)cc3O)C(=O)C12 (stereo unspecified)	5	6	2	-5	-4	2	-4	0	6	11
CCc1c(O)nc(SCC(=O)NC(C)(C)C)n(-c2ccccc2)c1=O	3	-3	0	15	4	2	-8	-1	-11	-26
CCN(CC)c1ccc(S(=O)(=O)N2CCOCC2)cc1NC(=O)COC(=O)c1ccco1	·	-3	·	3	2	1	-3	-2	3	·
CCC(=O)Oc1c(S(=O)(=O)c2ccc(C)cc2)c(C)nn1C(C)(C)C	4	-11	2	2	0	1	-11	1	-25	-20
CC(C)CNC(=O)C(=O)N/N=C/c1cccs1	-1	13	-5	-3	0	-1	3	-5	-50	-52
Cc1ccc2nc(NC(=O)/C=C/c3ccc4c(c3)OCO4)sc2c1	8	22	0	5	6	9	-8	-2	32	4
COC(C/C=C/C(=O)[C@H](C)OCc1ccccc1)OC	·	2	·	-6	-4	8	5	-1	-16	·
CCOc1ccc(N=Nc2c(=O)[nH]n3c(=O)c4c([nH]c23)CCCC4)cc1	-8	-7	-4	5	4	3	-8	-4	6	-16
N#C/C(=C\c1ccc(Cl)cc1)c1nc(-c2ccco2)cs1	0	33	6	5	0	18	3	2	-66	14
COc1cccc(C(=O)NCC(=O)N/N=C/c2c(C)[nH]c3ccccc23)c1	4	11	-3	-6	5	-10	-4	2	3	-6
CC1(N(O)C=C2C=CC(=O)C=C2)CCCCC1=O (stereo unspecified)	-6	-3	1	6	0	1	3	0	2	-17
CCCNC(=O)c1cc2cc([N+](=O)[O-])ccc2s1	-5	14	-3	11	2	-7	4	-1	-12	-6
O=C(COc1ccccc1Cl)Nc1nc(-c2cccs2)cs1	2	11	0	8	6	2	4	-3	-24	-12
O=C(O)CCCCCNS(=O)(=O)c1cccc2c1C(=O)c1ccccc1C2=O	26*	20	8	-1	6	17	-4	0	3	-1
CCOCCn1c(CN(Cc2ccccc2)Cc2ccccc2)nc2c1c(=O)n(C)c(=O)n2C	2	-6	2	4	3	-7	2	-2	-8	14
CC(C)[C@H](NC(=O)c1ccccc1)C(=O)OCC(=O)NCCc1ccc(F)cc1	0	-5	-4	·	-3	1	0	-3	-4	-7
O=S(=O)(O)c1ccc(N=NNc2ccc(Br)cc2)cc1	-2	48	-2	25	1	-6	12	2	-14	-29
Nc1[nH]nc2nc3ccccc3cc12	0	-10	-1	·	-3	-12	-3	3	-4	-11
CN(c1ccc(C(=O)NCCSCc2ccccc2)cc1)S(=O)(=O)c1ccccc1	-2	3	1	6	1	16	-7	·	-2	6
CC(C)CSc1nnc(N)s1	-2	4	-3	8	-1	1	-5	-2	-4	21
N#CCOc1coc(CN2CCN(c3cccc(Cl)c3)CC2)cc1=O	-3	-4	2	3	-1	-8	-4	8	15	-20
COc1ccc(CCNc2nncc(=O)[nH]2)cc1OC	2	-7	2	-1	-2	5	-5	-3	10	-9
Cc1cccc(OCCCC(=O)NNC(=O)CCN2CCN(c3ccccc3)CC2)c1	·	-13	·	10	5	-1	-8	-2	10	·
N#C/C(=C/c1ccc(N2CCOCC2)c([N+](=O)[O-])c1)C(N)=O	-5	1	3	0	0	29	3	-1	19	-18
CCC(=O)NCCCCCCCCCNC(=O)CC	5	-5	-4	-2	2	10	-6	3	23	-30
O=C(CN1CCN(c2ccc(F)cc2)CC1)Nc1ccccc1	2	-12	4	-2	-1	-2	1	-4	-7	-11
CSc1cccc(NC(=S)N(CCN(C)C)C(C)c2ccccn2)c1 (stereo unspecified)	6	-15	-3	2	-3	9	-10	1	-27	7
COc1cccc(C2CC(c3cccs3)=NN2C(=S)Nc2ccccc2)c1OC (stereo unspecified)	-3	8	-2	-8	5	9	-6	-1	26	-7
Cn1sc(=O)c2cc(S(=O)(=O)NC3CC3)ccc21	-1	-3	4	·	5	6	-15	-2	6	-25
CSc1nc2ccc3nc(NC(=O)C4COc5ccccc5O4)sc3c2s1 (stereo unspecified)	-8	12	-1	43	0	6	4	-2	-31	-10
Cc1nc2ccccn2c1C(=O)c1ccccc1	0	-10	-4	2	3	-31	3	-5	4	19
COc1ccc(-c2cc3ccccc3n2CC(O)CN2CCN(CCO)CC2)cc1 (stereo unspecified)	2	0	1	-4	6	6	0	0	-10	-33
CC(C)(C)c1ccc(C(=O)NC(CC(=O)O)c2ccc(OC3CCCC3)cc2)cc1 (stereo unspecified)	1	-7	-4	-5	0	0	-3	-8	3	-35
Cc1ccc(Oc2c(CO)c(-c3ccccc3)nn2C)cc1	6	-2	2	-1	2	1	2	-3	-16	-16
O=C(CNC(=O)c1ccc(OC(F)F)cc1)Nc1cccc(S(=O)(=O)N2CCCC2)c1	·	-4	·	·	-1	-2	-1	-1	13	·
COc1cccc(NC(=S)NNC(=O)C(C)n2nc(C)c([N+](=O)[O-])c2C)c1 (stereo unspecified)	-2	7	-3	0	-1	14	4	·	-27	-19
O=C(c1cccc(Cl)c1)N1CCC(=O)N(C(COCc2ccccc2)Cc2ccccc2)CC1 (stereo unspecified)	1	-13	-1	2	-8	3	6	-4	-4	-21

Further results.
SMILES	IEC-6 cytotox	HSF1 activator	HSP90 inh	Dyrk1A ADPGlo	GSK3beta inhib	Platelet DG rel	HSF1 inh	GSK3 alpha inh	aSyn UTR inh	KLF5 inhibitor
O=C(CCl)N1N=C(c2ccco2)CC1c1cccs1 (stereo unspecified)	6	55*	-4	-2	3	8	29	-2	-36	-34
C/C(CC(=O)Nc1ccc(N(C)C)cc1)=N\NC(=O)c1ccccn1	-2	·	2	0	4	·	·	7	·	-124
Cc1cccc(CNS(=O)(=O)c2ccc(-c3cnc(C4CC4)o3)cc2)c1	4	22	1	-4	1	4	5	0	9	-18
Cc1ccccc1OCC1Cn2c(nc3c2c(=O)n(C)c(=O)n3C)O1 (stereo unspecified)	6	19	-6	1	0	4	-2	5	-3	-19
O=C(OCc1cccc([N+](=O)[O-])c1)c1cccnc1	8	-2	4	-3	-1	16	-9	-4	0	8
COc1ccc(/C=C/C(=O)OCC(=O)NCC2CCCO2)cc1 (stereo unspecified)	-2	4	-3	-3	0	-4	4	0	8	-5
Cc1cc2ccccc2n1CCNC(=O)COc1ccc2ccccc2c1	2	-5	4	1	2	1	0	-3	-9	-35
COc1ccc2oc(=O)c(-c3nnc(NCc4ccco4)s3)cc2c1	-11	46	4	6	-2	-7	28	6	-253	-41
CN1CCC(=O)N([C@H](CN=[N+]=[N-])c2ccccc2)CC1	-3	1	-4	0	1	-3	-4	-2	-14	-14
O=C1c2cccc3cccc(c23)C(=O)N1c1nccs1	-4	·	-4	-3	-6	-4	·	1	·	-16
O=C(c1ccccc1)N1CCN(c2ccccc2F)CC1	2	-13	0	3	-4	3	6	2	-25	-33
COc1cccc2cc(C(N)=O)/c(=N/NC(=O)COc3ccc(Cl)cc3)oc12	-3	-5	1	·	-3	2	0	·	-23	-18
